Screens as filed in PubChem.
UCHL1 block = human UCHL1 deubiquitinase inhibition; P09936; purified UCHL1, Ub-rhodamine cleavage fluorescence; inhibition, % at 20 µM; actives 0.2% (n = 47,000)
USP8 inh = blocks human USP8 ubiquitin-rhodamine cleavage; purified USP8, Ub-rhodamine cleavage fluorescence, 30 min; P40818; actives 4.2% (n = 47,000); inhibition, % at 20 µM
OTUD3 inh = blocks human OTUD3 ubiquitin-rhodamine cleavage; Q5T2D3; purified OTUD3, Ub-rhodamine fluorescence, 2 h; inhibition, % at 25 µM; actives 0.7% (n = 47,000); AID 1645858
Target sequence (Q5T2D3 whole entry, looked up): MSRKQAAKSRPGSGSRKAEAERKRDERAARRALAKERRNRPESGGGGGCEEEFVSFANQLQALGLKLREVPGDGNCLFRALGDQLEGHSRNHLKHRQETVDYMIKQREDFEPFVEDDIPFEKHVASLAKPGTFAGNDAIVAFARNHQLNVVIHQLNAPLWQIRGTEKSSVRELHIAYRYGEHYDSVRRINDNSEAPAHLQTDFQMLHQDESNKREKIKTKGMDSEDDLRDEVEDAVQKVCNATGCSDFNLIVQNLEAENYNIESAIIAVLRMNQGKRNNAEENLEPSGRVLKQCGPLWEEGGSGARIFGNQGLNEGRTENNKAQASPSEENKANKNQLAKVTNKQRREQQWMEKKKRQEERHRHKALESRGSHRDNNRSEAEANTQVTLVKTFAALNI
USP7 block = blocks human USP7 ubiquitin-rhodamine cleavage. AID 1645854. Q93009. purified USP7, Ub-rhodamine cleavage fluorescence. inhibition, % at 20 µM. actives 0.3% (n = 47,000)
USP30 inh = human USP30 deubiquitinase inhibition; Q70CQ3; actives 5.3% (n = 47,000); inhibition, % at 25 µM; AID 1645860; purified USP30, Ub-rhodamine cleavage fluorescence
USP17 block = inhibitors of human USP17 deubiquitinase | A8MUK1 | purified USP17, Ub-rhodamine cleavage fluorescence, 3 h | inhibition, % at 50 µM | actives 6.5% (n = 47,000) | AID 1645855
Target sequence (A8MUK1 whole entry, looked up): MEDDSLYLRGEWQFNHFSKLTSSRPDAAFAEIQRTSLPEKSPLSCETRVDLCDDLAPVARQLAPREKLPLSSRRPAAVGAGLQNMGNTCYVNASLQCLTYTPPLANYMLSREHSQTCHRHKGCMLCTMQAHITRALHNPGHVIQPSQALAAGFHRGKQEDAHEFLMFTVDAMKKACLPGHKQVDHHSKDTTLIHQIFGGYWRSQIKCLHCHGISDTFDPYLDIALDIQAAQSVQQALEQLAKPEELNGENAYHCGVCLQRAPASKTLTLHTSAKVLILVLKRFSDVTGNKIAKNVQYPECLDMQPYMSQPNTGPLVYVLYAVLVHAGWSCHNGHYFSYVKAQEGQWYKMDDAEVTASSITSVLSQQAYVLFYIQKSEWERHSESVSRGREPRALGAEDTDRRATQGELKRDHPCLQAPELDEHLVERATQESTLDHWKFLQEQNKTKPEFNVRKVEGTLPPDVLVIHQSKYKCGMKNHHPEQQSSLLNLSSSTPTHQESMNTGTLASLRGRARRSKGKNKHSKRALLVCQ
USP10 inh = human USP10 deubiquitinase inhibition; Q14694; actives 1.1% (n = 47,000); purified USP10, Ub-rhodamine fluorescence, 60 min; inhibition, % at 20 µM
USP28 block = human USP28 deubiquitinase inhibition | purified USP28, Ub-rhodamine cleavage fluorescence, 30 min | inhibition, % at 25 µM | actives 3% (n = 47,000)
* marks the source's active call; other numbers are inactive results; nt = not tested or not shown. No stated cut-off is given here; in the data, active means inhibition above about 30%; inactive means the rest.

#1 COc1ccc(-c2noc(-c3c(O)c4ccccc4[nH]c3=O)n2)cc1
#2 Cc1ccc(N2C(=O)CN(S(=O)(=O)c3ccccc3)CC2(C)C(=O)NCCC(C)C)cc1 (stereo not drawn)
#3 O=C(COc1ccccc1-c1nc(-c2ccccc2)no1)Nc1ccccc1
#4 COc1ccc2cnoc(=O)c2c1OC
#5 CCOC(=O)N1CCN(S(=O)(=O)c2ccc3c(c2)CC(C)N3C(C)=O)CC1 (stereo not drawn)
#6 COc1cccc(O[C@@H]2C[C@@H](NC(=O)c3ccnn3C)[C@H](N(C)C)[C@H]2O)c1
#7 COc1ccc(NC(=O)CC2C(=O)N(c3ccc(Cl)cc3)C(=O)N2CCc2ccc(OC)c(OC)c2)cc1 (stereo not drawn)
#8 COc1ccc(-c2cc(C(=O)NCC(=O)O)no2)cc1
#9 Cc1cc(Nc2cnccn2)nc(C2CCCN(c3ccncn3)C2)n1 (stereo not drawn)
#10 CCOC(=O)CC(=O)CSc1ncnc2c1nnn2-c1ccc(F)cc1

entry no.,1,2,3,4,5,6,7,8,9,10
UCHL1 block,0.6,0.3,0.1,4.7,3.9,-55.9,4.1,-1.9,0.0,-0.6
USP8 inh,0.1,5.8,-0.6,9.3,15.9,1.5,6.7,-0.8,-7.9,-6.4
OTUD3 inh,1.3,12.9,-1.0,6.0,17.4,-3.8,-6.3,0.0,3.3,-11.0
USP7 block,2.1,-8.4,1.2,3.4,2.6,-2.2,2.4,-1.9,-0.1,nt
USP30 inh,5.0,18.9,8.1,8.6,16.8,-3.5,0.2,-95.7,7.9,-37.2
USP17 block,9.8,5.6,13.6,11.6,7.5,-6.0,19.1,-0.1,0.1,-35.6
USP10 inh,0.1,0.3,0.8,4.6,1.4,-0.4,15.8,-0.8,-0.1,-5.4
USP28 block,3.3,7.9,0.3,-17.7,6.5,-6.7,-2.5,-1.4,3.6,-9.9

Compound profiles (already shown). Values in the order: UCHL1 block | USP8 inh | OTUD3 inh | USP7 block | USP30 inh | USP17 block | USP10 inh | USP28 block
CCOC(=O)N1CCN(S(=O)(=O)c2ccc3c(c2)CC(C)N3C(C)=O)CC1 (stereo not drawn) across the screens: 3.9 | 15.9 | 17.4 | 2.6 | 16.8 | 7.5 | 1.4 | 6.5
O=C(COc1ccccc1-c1nc(-c2ccccc2)no1)Nc1ccccc1 across the screens: 0.1 | -0.6 | -1.0 | 1.2 | 8.1 | 13.6 | 0.8 | 0.3
COc1ccc(-c2cc(C(=O)NCC(=O)O)no2)cc1 across the screens: -1.9 | -0.8 | 0.0 | -1.9 | -95.7 | -0.1 | -0.8 | -1.4

Other records follow:
#11 Cc1nn(-c2ccc(F)cc2)c(C)c1S(=O)(=O)NCc1ccc2c(c1)OCO2
#12 COc1ccc2nc3c(cc2c1)CN(Cc1ccccc1)C(=O)O3
#13 CN(C(=O)CN1CCC(c2nc3ccccc3[nH]2)CC1)c1ccccc1
#14 CCOC(=O)c1cc2c(ccn2C)n1Cc1cccc2ccccc12
#15 Cc1ccc(NC(=O)c2ccc(N3C(=O)C(C)CS3(=O)=O)cc2Cl)cc1C (stereo not drawn)
#16 COc1ccccc1/C=C(\C(=O)N1CCN(c2ccccc2)CC1)c1ccccc1
#17 COc1cccc(C2c3[nH]c4ccccc4c3C[C@@H]3C(=O)N(CCN4CCOCC4)CC(=O)N23)c1 (stereo partly drawn)
#18 O=C(Cc1cccs1)Nc1nnc(SCc2ccc([N+](=O)[O-])cc2)s1
#19 COc1ccccc1-c1cc(=O)oc(-c2ccc(Cl)cc2Cl)n1
#20 CC(=O)N1CCN(c2cc(N3CCCCC3)nc(C)n2)CC1

entry no.,11,12,13,14,15,16,17,18,19,20
UCHL1 block,0.4,-2.4,-5.8,2.2,-0.1,8.5,0.2,1.9,-0.1,-2.4
USP8 inh,-20.2,20.1,1.3,86.7*,-2.3,4.0,7.6,0.4,2.1,-6.7
OTUD3 inh,-11.4,0.6,-10.7,-0.9,0.1,17.2,1.0,-15.0,-7.3,-12.3
USP7 block,0.3,5.6,0.0,-3.4,-22.6,10.2,-0.9,-2.0,3.0,-2.9
USP30 inh,-11.1,20.5,-21.3,-49.8,-0.6,35.3*,-6.9,-176.0,-14.7,-38.4
USP17 block,-23.0,18.5,-2.0,54.0*,-1.8,6.7,-9.2,-3.8,0.9,-36.6
USP10 inh,1.7,14.1,-3.2,-6.7,0.1,10.1,-8.5,24.1,2.6,-3.4
USP28 block,-5.2,9.9,-7.0,21.0,39.1*,14.4,-15.5,10.1,-8.1,-16.6

#21 Cc1nc2scc(C)n2c(=O)c1NC(=O)Cc1ccc(F)cc1
#22 COc1ccccc1NC(=O)C1=C(C)Nc2nc(-c3ccc(N(C)C)cc3)nn2C1c1ccncc1 (stereo not drawn)
#23 O=C(O)c1ccc(CN2CCCn3c(nc4ccccc43)C2)cc1
#24 O=C(Oc1cccc(-n2cnnn2)c1)C12CC3CC(CC(C3)C1)C2
#25 COc1ccc(NC(=O)COC(=O)CCc2nc3ccccc3c(=O)[nH]2)c(OC)c1
#26 Cc1noc(-c2nn(C)c3c2CN(C(=O)c2ccccc2C)CC3)n1
#27 COc1ccc2[nH]c(C(=O)N(Cc3ccccn3)Cc3ccccn3)cc2c1
#28 CC(=O)N1CCN(C(=O)Nc2ccc(Cl)cc2)CC2(CNC(=O)C2)C1 (stereo not drawn)
#29 Cc1noc(C)c1CN1CCN(C(=O)c2ccc(OC(C)C)cc2)CC1
#30 CC(C)(C)c1nn(-c2ccccc2)c2[nH]c(=O)c(CNCCc3ccccc3)cc12

entry no.,21,22,23,24,25,26,27,28,29,30
UCHL1 block,-0.2,7.2,0.0,2.5,-8.1,1.5,2.0,-2.5,-3.9,5.5
USP8 inh,-25.2,7.4,-11.2,-2.7,-5.2,-2.3,80.6*,-26.0,-63.0,85.0*
OTUD3 inh,9.3,14.5,-5.8,8.8,-9.0,1.6,-2.8,1.3,-4.2,15.0
USP7 block,1.5,12.3,-0.7,-2.2,-7.4,0.7,0.0,0.5,-0.3,8.7
USP30 inh,7.0,30.0*,-10.5,0.0,-41.8,2.8,-7.4,5.1,-3.5,10.4
USP17 block,-5.8,40.3*,-6.9,-0.8,-13.1,2.5,43.6*,0.2,-8.4,31.9*
USP10 inh,-0.5,2.9,-1.1,4.2,-10.5,-1.6,-6.0,-0.4,-0.1,24.4
USP28 block,-0.2,3.4,-5.7,-4.6,-10.4,0.8,0.8,-6.0,-4.2,20.3

#31 COc1ccc(-c2nc3c(c(SCC(=O)Nc4ccc(OC)cc4OC)n2)COC(C)(C)C3)cc1
#32 Cc1ccc(CSC2=NS(=O)(=O)c3ccccc3N2)cc1
#33 Cc1ccc(CN2CCC(c3nc(-c4ccncc4)n[nH]3)CC2)o1
#34 Cc1ccccc1C(=O)N1CCN(CCNC(=O)C(=O)Nc2ccc(F)cc2)CC1
#35 O=C(c1ccc(COc2cccc3ccccc23)o1)N1CCC(Cc2ccccc2)CC1
#36 Clc1ccc(-n2cc(-c3ccccc3)c3c(NCC4CCCO4)ncnc32)cc1 (stereo not drawn)
#37 COCc1ccc(C(=O)N2CCOC(c3cncc(-c4cccc(F)c4)n3)C2)cc1 (stereo not drawn)
#38 COc1ccc(-c2noc(-c3cccc(OCC(=O)Nc4cccc(C)n4)c3)n2)cc1
#39 Cc1cc(C)nc(N2CCC(N(CC3CC3)C(=O)c3cccnc3)CC2)n1
#40 COc1ccccc1NC(=O)C1CCCN(S(=O)(=O)Cc2ccccc2)C1 (stereo not drawn)

entry no.,31,32,33,34,35,36,37,38,39,40
UCHL1 block,7.8,1.8,-2.0,-5.4,0.9,0.2,0.6,0.2,-20.6,2.1
USP8 inh,-8.8,15.3,-6.6,-2.7,-11.5,2.9,-4.9,8.9,-45.7,20.5
OTUD3 inh,-8.5,10.8,10.6,-4.2,-8.3,-2.9,-6.5,-3.2,-75.7,5.1
USP7 block,0.0,0.2,-1.5,0.2,9.6,1.3,-4.7,0.6,-20.3,1.6
USP30 inh,-0.4,19.8,nt,-13.6,-82.8,-3.6,-1.4,-4.7,-337.3,29.2
USP17 block,-7.0,17.1,-0.5,-9.3,67.9*,0.0,-6.7,13.8,-94.8,7.1
USP10 inh,3.5,6.2,-2.2,-1.2,2.4,0.0,-1.8,4.0,-4.8,-0.9
USP28 block,-6.4,56.9*,nt,-12.2,-0.3,-6.1,-1.2,-13.6,-99.0,1.5

#41 O=C(NCc1ccc(F)cc1)c1cccc(S(=O)(=O)Nc2ccc(F)cc2)c1
#42 N#Cc1ccc(CC2(Cc3ccc(C#N)cc3)C(=O)N(Cc3ccccn3)C(=O)c3ccccc32)cc1
#43 Cc1ccc(S(=O)(=O)N(Cc2nc3nc(C)cc(C)n3n2)c2ccccc2)cc1
#44 COC(=O)CCC(=O)N1CCC2(CC1)CC[C@@]1(C(=O)N(C)C)CN(S(C)(=O)=O)C[C@@H]21
#45 Cc1ccc(CNC(=O)CCC(=O)N2CCCn3nc(-c4cccn4C)cc32)cc1
#46 COc1noc(C2CCN(C(=O)c3ccc(C(=O)O)cc3)CC2)c1C
#47 O=S(=O)(NCCn1c(-c2ccncc2)nc2cccnc21)c1ccc(F)c(F)c1
#48 Cc1cc(C)c2c(c1)[C@]1(C(=O)N2)N2CCC[C@H]2[C@@H](C(=O)c2ccc3c(c2)OCO3)[C@]12C(=O)Nc1ccccc12
#49 O=C1c2c(O)cccc2C2(Oc3cccc4cccc(c34)O2)C2OC12 (stereo not drawn)
#50 Cc1cc(S(=O)(=O)Nc2ncnc3sccc23)ccc1F

entry no.,41,42,43,44,45,46,47,48,49,50
UCHL1 block,2.1,5.6,0.1,-2.2,-4.9,-1.3,-3.9,6.1,27.7,-2.4
USP8 inh,7.0,15.7,15.3,-146.3,-103.3,-31.2,0.2,1.6,84.1*,-7.4
OTUD3 inh,-6.5,13.0,7.8,5.4,-53.1,-4.2,-17.3,4.1,46.9*,-1.3
USP7 block,-7.1,-46.2,-8.0,0.7,-19.7,0.8,-10.3,6.7,-5.9,-0.2
USP30 inh,1.5,44.5*,15.1,20.2,-274.8,-5.8,-97.8,-8.8,32.9*,-36.6
USP17 block,0.2,15.8,0.1,-10.5,-38.5,nt,-23.0,0.1,98.2*,-9.8
USP10 inh,-3.0,8.2,-6.5,0.6,-6.8,0.0,-10.3,1.3,34.2*,-3.5
USP28 block,6.6,20.1,4.7,0.2,-71.3,-2.2,-22.0,1.5,59.9*,-2.0

#51 COc1ccc(NC(=O)c2cccc(S(=O)(=O)N3CCCc4ccccc43)c2)c(OC)c1
#52 CCN1CCc2c(cccc2-n2nnc(C(=O)NCC3CCCO3)c2C)C1 (stereo not drawn)
#53 Cc1nc(Nc2ccccn2)cc(C2CN(c3cnccn3)C2)n1
#54 Cc1cc(C(=O)Nc2cccn3c(C4CCC4)nnc23)no1
#55 CC(c1ccccc1)N1CNc2c(c(=O)[nH]c(=O)n2-c2ccccc2)C1 (stereo not drawn)

entry no.,51,52,53,54,55
UCHL1 block,2.4,-6.7,0.7,-4.2,0.2
USP8 inh,-7.2,-1.8,9.6,-20.2,1.1
OTUD3 inh,5.6,-31.2,-0.6,-10.3,0.0
USP7 block,11.5,-7.8,1.5,-0.2,3.9
USP30 inh,7.7,-125.3,13.7,-70.8,7.5
USP17 block,-8.3,-38.4,nt,-12.3,7.6
USP10 inh,3.0,-4.0,4.5,-3.4,3.1
USP28 block,-2.9,-34.2,-0.8,27.1,-3.3

As entered above.
Under UCHL1 block, compound 31 reads 7.8
Under USP30 inh, compound 32 reads 19.8
Under UCHL1 block, compound 5 reads 3.9
Under USP8 inh, compound 50 reads -7.4
Under UCHL1 block, compound 17 reads 0.2
Under OTUD3 inh, compound 29 reads -4.2

2 of these compounds, set out differently:
The line under a structure holds: UCHL1 block, USP8 inh, OTUD3 inh, USP7 block, USP30 inh, USP17 block, USP10 inh, USP28 block
54	Cc1cc(C(=O)Nc2cccn3c(C4CCC4)nnc23)no1
    -4.2, -20.2, -10.3, -0.2, -70.8, -12.3, -3.4, 27.1
55	CC(c1ccccc1)N1CNc2c(c(=O)[nH]c(=O)n2-c2ccccc2)C1 (stereo not drawn)
    0.2, 1.1, 0.0, 3.9, 7.5, 7.6, 3.1, -3.3
